Assay outcomes (PubChem)
core dimer inh: blocks dimerization of HCV core protein | TR-FRET GST/Flag-core106 dimerization, 1536-well | inhibition, % at 5 µM | actives 0.33% (n = 300,000) | AID 1899;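 active means inhibition above the mean of all tested compounds plus 3 SD, set per screening campaign, cut at about 45% in these data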
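Assay system – GST-tagged and Flag-tagged HCV core protein residues 1-106 · Quantity – core106 proteins, GST 13.5 nM and Flag 17 nM · Benchmarks – unlabelled core106 and no-GST-core106 wells · Read-out basis – percent inhibition of core106 dimerization signal · Detection – time-resolved FRET, ex 340 nm, em 617 and 671 nm · Schedule – 4 h at 22.5 °C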
JMJD2C inh: blocks human GASC-1 demethylase activity; Q9H3R0; GST-JMJD2C(1-420) H3K9me3 demethylation, DELFIA europium; inhibition, % at 2.35 µM; actives 0.069% (n = 330,000);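 active means more than half of a compound's replicate wells show inhibition beyond 50%, single wells judged on their own value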;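 further: signal counts dimethyl H3K9 product captured on neutravidin plate; 0% = median of DMSO wells and 100% = 0.3 times that DMSO median; strong numbers were not always called active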
PREPL inhibitor: human PREPL enzyme inhibition; actives 0.68% (n = 320,000); inhibition, % at 5.96 µM; recombinant PREPL, fluorescence polarization activity-based probe; Q4J6C6; in the data active means inhibition above about 43%;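 further: 0% = enzyme with DMSO and 100% = wells lacking enzyme; many of its hits are not listed in these tables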
Target sequence (Q4J6C6 whole entry, looked up): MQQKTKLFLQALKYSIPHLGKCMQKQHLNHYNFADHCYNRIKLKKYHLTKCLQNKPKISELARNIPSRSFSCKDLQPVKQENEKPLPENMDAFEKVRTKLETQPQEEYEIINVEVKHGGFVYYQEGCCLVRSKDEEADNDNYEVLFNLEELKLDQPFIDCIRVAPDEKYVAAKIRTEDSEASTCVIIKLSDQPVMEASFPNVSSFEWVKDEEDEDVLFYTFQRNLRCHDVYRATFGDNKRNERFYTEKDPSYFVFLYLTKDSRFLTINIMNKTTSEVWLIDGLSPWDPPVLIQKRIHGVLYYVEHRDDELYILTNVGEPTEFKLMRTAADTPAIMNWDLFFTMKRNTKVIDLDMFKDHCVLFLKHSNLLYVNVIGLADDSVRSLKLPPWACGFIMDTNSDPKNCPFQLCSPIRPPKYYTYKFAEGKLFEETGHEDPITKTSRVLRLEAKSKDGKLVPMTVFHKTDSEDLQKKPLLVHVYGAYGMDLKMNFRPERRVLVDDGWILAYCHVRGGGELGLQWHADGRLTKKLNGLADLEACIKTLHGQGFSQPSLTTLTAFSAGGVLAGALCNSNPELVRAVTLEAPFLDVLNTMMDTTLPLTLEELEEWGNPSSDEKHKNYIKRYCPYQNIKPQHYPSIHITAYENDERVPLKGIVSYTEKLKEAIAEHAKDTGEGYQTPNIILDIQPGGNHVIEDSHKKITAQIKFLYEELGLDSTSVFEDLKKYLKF
TPT1 inhibitor: blocks Candida albicans tRNA 2'-phosphotransferase; inhibition, % at 5 µM; recombinant caTPT1, FP RNA substrate dephosphorylation; actives 0.81% (n = 300,000);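 active means inhibition above the mean of all tested compounds plus 3 SD, set per screening campaign, cut at about 24% in these data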;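 further: plate controls were DMSO alone for no effect and ferristatin control at 100 nM for full effect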
PP5 inh: blocks human protein phosphatase 5 activity; AID 1987; purified PP5c, OMFP substrate fluorescence; inhibition, % at 6.7 µM; actives 0.18% (n = 320,000);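 active means inhibition above the campaign's mean inhibition across all tested compounds plus 3 SD, cut at about 9.5% in these data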;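 further: 0% = DMSO only and 100% = 100 µM cantharidin control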
LYPLA2 counter: blocks human lysophospholipase 2, a PME1 counter-screen; recombinant LYPLA2, FP-Rh probe fluorescence polarization; inhibition, % at 5.9 µM; actives 0.38% (n = 320,000); AID 2177;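 active means inhibition above the screen-wide mean plus 3 SD, limit set per campaign, cut at about 26% in these data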;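 further: 0% = LYPLA2 with DMSO and 100% = wells lacking LYPLA2 enzyme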
CTSL1 counter: cathepsin L1 inhibition, PFM18AAP counter-screen. recombinant F. hepatica cathepsin L1, Z-Leu-Arg-MCA fluorescence. inhibition, % at 5.96 µM. actives 0.49% (n = 300,000). AID 1906;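 active means inhibition above the mean of all tested compounds plus 3 SD, set per screening campaign, cut at about 17% in these data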;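 further: 0% = plate median of test compound wells and 100% = 1 µM Z-Phe-Ala-diazomethylketone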
Efflux pump mplx: antifungal efflux pump inhibition, Nile Red retention; actives 0.44% (n = 330,000); S. cerevisiae Candida pump triplex; inhibition, % at 10 µM;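 active means plate passing quality check with inhibition over a set limit, or well fluorescence over plate mean plus 4 SD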;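 further: Nile Red retained in pooled yeast measured as flow cytometry median fluorescence; 0% = buffer negative control and 100% = Enniatin B positive control; higher means more Nile Red kept so more efflux inhibition; some compounds called inactive have numbers as strong as hits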
PP1 counter: counter-screen for PP5 inhibitors: inhibitors of human PP1-alpha. P62136. purified PP1alpha, OMFP fluorescence. inhibition, % at 6.7 µM. actives 0.9% (n = 320,000). AID 2235;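 active means inhibition above the mean inhibition of all tested compounds plus 3 SD, computed separately for each screening campaign, cut at about 15% in these data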
Target sequence (P62136 whole entry, looked up): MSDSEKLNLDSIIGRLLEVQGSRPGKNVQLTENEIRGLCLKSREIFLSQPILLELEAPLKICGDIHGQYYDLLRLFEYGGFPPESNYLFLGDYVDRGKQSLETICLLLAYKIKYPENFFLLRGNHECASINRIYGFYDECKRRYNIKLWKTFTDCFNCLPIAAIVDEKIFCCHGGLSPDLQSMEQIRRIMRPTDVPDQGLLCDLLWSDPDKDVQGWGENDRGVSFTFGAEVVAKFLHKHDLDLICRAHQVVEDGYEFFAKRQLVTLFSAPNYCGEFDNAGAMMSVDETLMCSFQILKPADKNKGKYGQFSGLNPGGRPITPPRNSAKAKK
The depositor's hits bear a star; i = inactive; . = not tested or not shown; & = joins results of further samples. This is a subset, so the mix of outcomes need not match the whole.

Compound	LYPLA2 counter	Efflux pump mplx	CTSL1 counter	PP1 counter	PREPL inhibitor	core dimer inh	TPT1 inhibitor	PP5 inh	JMJD2C inh
COc1cc2c(cc1CN1CCN(C(=O)c3cc(OC)c(OC)c(OC)c3)CC1)OCO2	-2	-0.1	-2	-1	-1	-6	-1	2.4	6
CCC(C(=O)NC(C)c1ccccc1)C(=O)NC(C)c1ccccc1 (stereo not given)	-10	-1.1	-3	-5	0	9	0	0.9	16
C/C(CC(=O)Nc1ccccn1)=N\NC(=O)c1ccc2ccccc2c1	-3	-0.1	-1	-3	8	0	5	-1.2	-28
CCc1ccccc1OCCCCN1CCCC1	-1	-0.1	2	0	-17	0	-3	3.2	-7
Cc1oc2cc3oc(=O)c(CCC(=O)NCCC(=O)O)c(C)c3cc2c1C	-13	0.0	5	3	-1	-1	2	1.3	16
O=C(c1ccc(NC(=O)C(c2ccccc2)c2ccccc2)cc1)c1ccc(C(=O)O)c(C(=O)O)c1	-1	0.1	1	2	-3	12	1	0.8	4
O/N=C(/Cc1ccccn1)c1ccccc1	-1	-0.2	-1	-1	-7	2	0	-1.1	-30
Cc1cc(C)n(-c2ccc(C(=O)OCC(=O)Nc3ccc(Cl)c(S(=O)(=O)N(C)C)c3)cc2)n1	-15	0.1	-4	-1	3	7	0	3.6	6
O=C(COc1ccccc1)NCc1nnc(SCC(=O)Nc2nccs2)n1-c1ccccc1	0	0.0	-2	-1	-5	-9	-2	0.5	3
CC(C)n1cc(-c2nc(C(=O)NN)cs2)c(=O)n(Cc2ccccc2)c1=O	-51	0.3	11	5	-4	6	-2	0.4	-6
O=C(COC(=O)C1CC(=O)N(Cc2ccccc2)C1)Nc1ccc2c(c1)OCO2 (stereo not given)	-2	0.1	-44	0	0	5	3	-0.8	-2
Cc1ccccc1-n1c(=S)[nH]c2nc3c(cc2c1=O)CCCC3	4	0.0	0	-4	0	-5	0	0.9	-1
CC(C)CN1C(=O)C(=O)N(CC(=O)N2CCN(c3ccccc3)CC2)C1=O	-5	0.0	-2	0	7	-1	-1	0.5	13
COc1ccc(C(O)(C(=O)NNc2ccc(C)cc2)c2cccs2)cc1 (stereo not given)	1	-0.1	6	-2	-3	2	0	3.4	5
COc1ccccc1C1CC(c2ccccc2)=NN1S(=O)(=O)c1ccccc1 (stereo not given)	6	-0.1	-2	4	11	5	-2	0.7	0
COC1(NC(=O)c2ccccc2)C(C)=CC(=O)C=C1C	-3	0.3	-4	3	21	-7	-2	2.6	8
COc1cc(/C=C/C(=O)OCC(=O)N2CCc3ccccc3C2)ccc1O	7	-0.4	1	2	17	13	-5	-0.3	0
CCN(CC)C(=O)c1sc(NC(=O)c2ccc(C)c([N+](=O)[O-])c2)c(C#N)c1C	-1	0.2	3	1	2	8	-1	2.6	3
Clc1cccc(N/N=C/c2ccc(N3CCOCC3)s2)c1	-1	-0.2	3	-1	11	-24	9	1.8	15
NC(=O)CCN1CCC(c2nc3ccccc3s2)CC1	-1	-0.1	-4	3	-10	-6	3	1.4	-3

Compound profiles, from the list above. Order of screens: LYPLA2 counter	Efflux pump mplx	CTSL1 counter	PP1 counter	PREPL inhibitor	core dimer inh	TPT1 inhibitor	PP5 inh	JMJD2C inh
Entry for O=C(COC(=O)C1CC(=O)N(Cc2ccccc2)C1)Nc1ccc2c(c1)OCO2 (stereo not given) = -2	0.1	-44	0	0	5	3	-0.8	-2
Entry for CCN(CC)C(=O)c1sc(NC(=O)c2ccc(C)c([N+](=O)[O-])c2)c(C#N)c1C = -1	0.2	3	1	2	8	-1	2.6	3

Going on with the list.
Compound	LYPLA2 counter	Efflux pump mplx	CTSL1 counter	PP1 counter	PREPL inhibitor	core dimer inh	TPT1 inhibitor	PP5 inh	JMJD2C inh
COc1ccc(-c2[nH]ncc2CN(C)Cc2nonc2C)c(OC)c1	4	-0.1	0	0	15	-2	-2	-1.5	-14
CCN(CC(=O)NCCc1ccccc1)S(=O)(=O)c1ccc(Br)cc1	-3	0.0	2	-3	-40	3	2	-0.8	4
O=C(NC1CCCCCC1)c1ccc2c(=O)n3c(nc2c1)CCCCC3	-3	0.1	8	-9	10	1	-5	-10	5
COC(=O)c1cccc(NC(=O)Nc2ccc(Cl)cc2)c1	-6	0.0	4	-4	-1	0	-2	-1.6	3
CS(=O)(=O)c1ccc(-c2csc(-c3cccnc3)n2)cc1	1	-0.1	11	3	-1	-10	4	3.3	16
CCc1ccc(NS(=O)(=O)c2c(C(=O)N3CCOCC3)c(C)n(C)c2C)cc1	3	0.0	0	2	9	-5	0	2.2	13
Cc1ccnc(NC(=O)CNC(=O)c2ccc3ccccc3c2)c1	4	0.2	0	-7	-4	5	1	1.3	-4
CCOC(=O)C(NC(=O)c1cccc(Cl)c1)(OCc1ccc(F)cc1)C(F)(F)F (stereo not given)	2	-0.1	4	-2	6	-6	0	0.9	0
COc1cc2c(cc1OC)C(c1ccc(N(C)C)cc1)NCC2 (stereo not given)	-1	0.1	-4	-1	17	6	1	1.8	-7
COc1ccc(/C=N/NC(=O)c2ccncc2)c(C(=O)O)c1OC	1	-0.2	-5	4	7	-5	0	-0.7	-2
Cn1nc(C(=O)Nc2cccc(C(F)(F)F)c2)ccc1=O	2	0.0	-1	-2	-2	1	3	0.0	.
Cc1nc(SCC(=O)Nc2ccc3c(c2)OCCO3)nc(C)c1C	9	-0.1	-3	6	-1	1	-1	1.1	3
COc1ccc(/C=C/C(=O)OCC(=O)NCCC2=CCCCC2)cc1OC	4	0.1	0	0	8	-1	-5	-2.1	15
COc1ccc(C2NC(=O)NC(C)=C2C(=O)OCc2ccc3c(c2)OCO3)cc1OC (stereo not given)	-1	0.1	-1	-3	-6	-4	-1	1.4	i
Cc1cc(NS(=O)(=O)c2ccc(NC(=O)c3ccc(Cl)cc3Cl)cc2)no1	3	-0.1	0	0	11	-11	-4	1.3	11
COc1cccc(-c2ccc(NC(=O)C3CCCN(Cc4cnn(C(C)C)c4)C3)cc2)c1 (stereo not given)	-3	0.0	-2	1	-3	-1	4	1.4	-9
CN(C)c1ccc(/C=C2\C(=N)N3N=C(CC(=O)N4CCCC4)SC3=NC2=O)cc1Br	3	0.1	1	-2	0	2	10	-0.1	7
NC(=O)c1ccccc1NS(=O)(=O)Cc1ccc(Cl)cc1	2	-0.2	1	-2	-10	-11	0	-0.2	2
O=C(c1ccco1)N1CCN(C(c2ccc(F)cc2)c2nnnn2Cc2cccs2)CC1 (stereo not given)	0	-0.1	5	-2	10	5	-15	1.4	30&-4
COc1cccc(N2CCN(CC(=O)Nc3ccc(SC(F)F)cc3)CC2)c1	10	-0.2	16	-1	31	-2	1	4.0	2
O=C(Nc1cccc(Cl)c1Cl)c1ccncc1	-2	0.1	2	-5	4	1	1	0.9	1
O=C(CN1CCc2ccccc2C1)NCc1ccco1	6	-0.1	2	-5	24	3	-4	0.2	11
CCN(CC)CCCN1C=C2C(=O)C(C)(OC(=O)CCC(=O)OC)C(=O)C(Br)=C2C=C1c1ccc(OC)cc1 (stereo not given)	0	0.0	-16	8	70*	32	16	3.8	3
COCC1CCN(C(=O)C2CCC(=O)N(C3CCCC3)C2)CC1 (stereo not given)	-2	0.0	-3	3	2	-3	-2	-1.9	1
CCNC(=O)/N=C1/NC(=O)C(C(C)C)O1 (stereo not given)	3	0.2	1	-3	-7	1	0	1.2	10
CCOc1cc(C(=O)N(C)c2ccccc2)cc(OCC)c1OCC	4	0.0	0	-3	16	2	4	-0.2	-4
Cc1ccc(S(=O)(=O)N(C)c2ccc(C(=O)N3CCc4ccccc4C3)cc2)cc1	10	0.0	4	3	9	8	-2	0.8	-4
O=C(O)CCN1C(=O)C2CCCCC2C1=O (stereo not given)	6	-0.1	3	-2	-3	-5	-1	1.1	-6
Cc1nn(CC2CC2)c(=O)n1-c1ccccc1F	2	-0.2	2	-2	-8	1	-1	-0.1	5
COc1ccc(-n2c(C)nc3sc4c(c3c2=O)CCCC4)cc1	0	0.1	-5	-3	11	-4	0	0.0	1
COc1ccc(-n2c(-c3ccccc3)c[n+]3c2CCC3)cc1	1	-0.1	-3	-1	10	11	2	4.8	10
Cc1ccc(C(=O)c2cc([N+](=O)[O-])ccc2N2CCCCC2)c(C)c1	3	-0.1	0	4	9	6	0	5.4	1
O=C(Nc1ccc(Cl)cc1)Nc1ccc(C(=O)N2CCOCC2)cc1	-3	0.0	-3	-8	-4	0	-2	-1.0	0
COc1cccc(CNCC(=O)Nc2ccc(N3CCOCC3)cc2)c1	0	0.0	5	-3	14	7	-3	1.7	-7
COc1cc(NS(=O)(=O)c2ccc(NC(=S)NC(=O)C3CCCC3)cc2)nc(OC)n1	7	-0.1	0	0	3	4	-2	0.3	6
Cc1cc(C(=O)COC(=O)/C=C/c2ccc(F)cc2)c(C)n1C	-3	-0.1	.	-3	15	.	.	1.9	2
CCOc1ccc(CN(CCO)CCO)cc1C(=O)OC	2	0.0	-1	-4	-9	-4	-1	0.5	-9
CCCCn1c(=O)c(CC(C)=O)nc2ccccc21	3	0.3	1	-5	11	-9	11	2.9	-20
Cc1ccc(S(=O)(=O)CC(=O)N(C)C)cc1	-5	-0.2	-3	-5	-4	-8	-2	0.2	7
CSc1ccccc1C(=O)NCc1ccc(S(N)(=O)=O)cc1	8	0.0	-14	-5	2	4	-3	1.5	20
Cc1ccc(C)c(/C(O)=C2\C(=O)C(=O)N(CCCn3ccnc3)C2c2ccncc2)c1 (stereo not given)	1	0.0	2	-1	18	-2	-2	-2.1	7
CC(=O)c1cccc(NC(=O)CN(c2ccc(F)cc2)S(C)(=O)=O)c1	5	-0.2	2	0	13	-5	-4	1.8	5
COc1cc(/C=C2\SC(=S)N(NS(=O)(=O)c3ccccc3)C2=O)ccc1O	-194	0.2	5	1	-195	-12	31*	2.4	15
COc1ccc(CC(=O)NNC(=O)CSc2ccc(C)cc2)cc1	-2	0.0	-3	4	-1	-3	0	-3.2	-29
Cc1cccc(C(=O)Oc2cc(C)[nH]c(=O)c2[N+](=O)[O-])c1	3	-0.6	2	4	-4	1	0	1.4	15
CC1CCC2(CC1)NC(=O)N(CC(=O)N1CCN(C(=O)c3cccs3)CC1)C2=O (stereo not given)	-1	-0.1	.	0	18	.	.	0.5	5
COC(=O)c1cc2ccccc2c(=O)s1	-2	0.1	0	-1	-3	-1	0	-0.7	0
NS(=O)(=O)c1cccnc1Nc1cccc(Cl)c1Cl	3	-0.1	-5	-4	-12	-1	-2	2.4	-4
COC(=O)C1C(c2ccccc2)C(C(=O)O)C1c1ccccc1 (stereo not given)	-2	0.0	-3	2	4	5	-6	-0.2	-1
COc1cccc(CNCc2ccc(OC)c3ccccc23)c1OC	-7	0.2	-1	0	42	-9	2	2.6	-8

Additional entries
Compound	LYPLA2 counter	Efflux pump mplx	CTSL1 counter	PP1 counter	PREPL inhibitor	core dimer inh	TPT1 inhibitor	PP5 inh	JMJD2C inh
C=CCc1cccc(/C=N/NC(=O)CNc2ccccc2)c1O	-1	0.3	-4	8	11	5	-1	1.7	0
O=C(CSc1nc(=O)n(CCCN2CCOCC2)c2c1CCCC2)Nc1ccccc1Cl	0	0.1	-1	-1	12	6	0	-0.3	-14
O=C1CC(C(=O)NC2CCCCC2)C(c2ccccc2)O1 (stereo not given)	-1	0.0	1	-1	-1	-4	0	1.9	-1
Cc1ccc2c(c1)N(C(=O)CCC(=O)N1CCOCC1)CCO2	-3	-0.1	-1	-1	-10	2	-2	-3.6	5
